Assay outcomes: PubChem, National Center for Advancing Translational Sciences (NCATS)
NIH3T3 tox – kills NIH 3T3 cells | NIH 3T3 viability, CellTiter-Glo ATP luminescence, 48-72 h | Potency, µM (series often up to 96.7 µM), for the others: top-dose activity change, negative = cytotoxicity, usual class: inhibitors | 94,000 tested, 4.3% active; also: potency is read from the fitted curve at half-maximal effect; nearly all actives have a fitted effect of over 55% in size
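NIH 3T3 cells at 400 cells/well received 23 nL of compound by pintool and were incubated 48 or 72 h at 37 °C. Viability was read as ATP-coupled CellTiter-Glo luminescence.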
GPT2 inh – inhibitors of human GPT2 alanine aminotransferase. Q8TD30. Recombinant GPT2, coupled pyruvate oxidase/HRP Amplex Red fluorescence. Potency, µM (highest dose often 57.7 µM), for inactives: at the top dose activity change, negative = inhibition, most hits filed as inhibitors. 100,000 tested, 0.25% active; also: potency is read from the fitted curve at half-maximal effect; nearly all actives have a fitted effect of over 60% in size; many of its hits are not listed in these tables
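Inhibition is scored from Amplex Red fluorescence generated when pyruvate oxidase and HRP act on pyruvate released by GPT2. Reactions contain 10ng/uL enzyme, 250uM a-KG and 2mM L-alanine and run 30 min at room temperature.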
HEK293 viab – reduces viability of HEK-293 SNCA reporter cells. HEK-293-SNCA-luc viability, GF-AFC fluorescence, 24 h. Potency, µM (titrated, usually from 57.1 µM), for inactives: at the highest dose activity change, negative = cytotoxicity, usual class: cytotoxic. 150,000 tested, 0.12% active. AID 1671193;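 also: potency is read from the fitted curve at half-maximal effect; 0% = DMSO-treated cells and -100% = medium-only wells without cells; nearly all actives have a fitted effect of over 30% in size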
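Cytotoxicity counterscreen: after 24 h compound treatment of genome-edited SNCA-luciferase HEK-293 cells, live-cell protease substrate GF-AFC read by fluorescence after 30 min; activity scaled between DMSO (0%) and medium-only (-100%), curves Hill-fitted.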
HEK293 tox – cytotoxic compounds in HEK 293 cells; Potency, µM (top dose mostly 115 µM), inactives show top-dose activity change, negative = cytotoxicity, hits mostly inhibitors; 94,000 tested, 6.6% active; HEK 293 viability, ATP luminescence (CellTiter-Glo), 48-72 h; also: potency is read from the fitted curve at half-maximal effect; nearly all actives have a fitted effect of over 60% in size
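250 HEK 293 cells/well; compound by pintool; incubated 48 or 72 hr at 37 degree Celsius; CellTiter-Glo added, 10 min RT, luminescence imaged.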
FLuc inh – blocks purified firefly luciferase enzyme activity; AID 1347043; P08659; purified P. pyralis luciferase, luminescence, biochemical; 76,000 tested, 2.5% active; Potency, µM (highest dose often 115 µM), for inactives: at the highest dose activity change, negative = inhibition, actives largely listed as inhibitors; also: potency is read from the fitted curve at half-maximal effect; nearly all actives have a fitted effect of over 65% in size
Target sequence (P08659 whole entry, looked up): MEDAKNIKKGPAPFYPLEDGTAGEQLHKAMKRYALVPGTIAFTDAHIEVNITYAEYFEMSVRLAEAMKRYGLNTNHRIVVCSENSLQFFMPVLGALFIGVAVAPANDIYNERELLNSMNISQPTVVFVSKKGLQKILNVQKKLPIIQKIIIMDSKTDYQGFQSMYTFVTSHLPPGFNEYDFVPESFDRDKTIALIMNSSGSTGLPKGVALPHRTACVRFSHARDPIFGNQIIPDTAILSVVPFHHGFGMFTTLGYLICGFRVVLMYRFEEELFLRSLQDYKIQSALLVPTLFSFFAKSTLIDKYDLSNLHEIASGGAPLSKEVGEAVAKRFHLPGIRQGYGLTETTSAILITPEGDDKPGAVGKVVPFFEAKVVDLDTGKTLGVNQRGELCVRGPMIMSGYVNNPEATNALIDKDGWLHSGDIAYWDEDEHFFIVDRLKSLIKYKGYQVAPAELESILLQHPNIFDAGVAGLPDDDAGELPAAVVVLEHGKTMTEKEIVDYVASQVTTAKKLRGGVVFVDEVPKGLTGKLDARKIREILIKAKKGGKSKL
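FLuc 10nM, D-luciferin 10uM, ATP 10uM, Mg acetate 10mM, Tris acetate pH 7.5, Tween/BSA; cpd qHTS; enzyme added last; CCD luminescence.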
IP6K1 inh – blocks human inositol hexakisphosphate kinase 1. 140,000 tested, 0.81% active. AID 1645851. activity change, % (series mostly up to about 58 µM). Q92551. IP6K1 kinase, ADP-Glo luminescence, 2 h; stronger effect = lower value; in the data active = activity change below about -25%
Target sequence (Q92551 whole entry, looked up): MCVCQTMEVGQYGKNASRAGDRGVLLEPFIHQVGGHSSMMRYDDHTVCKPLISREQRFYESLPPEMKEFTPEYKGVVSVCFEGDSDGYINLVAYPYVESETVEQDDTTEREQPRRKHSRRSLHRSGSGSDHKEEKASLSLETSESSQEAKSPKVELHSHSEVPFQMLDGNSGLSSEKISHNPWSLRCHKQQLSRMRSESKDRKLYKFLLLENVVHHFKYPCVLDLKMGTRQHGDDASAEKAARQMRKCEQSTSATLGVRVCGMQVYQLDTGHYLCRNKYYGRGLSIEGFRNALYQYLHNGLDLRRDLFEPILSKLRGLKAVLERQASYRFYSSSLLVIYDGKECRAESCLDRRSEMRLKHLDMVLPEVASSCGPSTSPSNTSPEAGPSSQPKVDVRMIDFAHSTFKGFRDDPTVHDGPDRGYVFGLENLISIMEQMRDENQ
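ADP-Glo luminescence measures ADP made by human IP6K1 during a 2 h RT reaction with ATP/IP6 (mix at 1.3 mM/130 uM); top library doses 57.5 and 19.1 uM final.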
SNCA expr inh – SNCA gene expression inhibition; AID 1671194; HEK-293 SNCA-luciferase knock-in, luminescence, 24 h; 140,000 tested, 0.17% active; Potency, µM (highest dose often 57.2 µM), for the others: at the top dose activity change, negative = inhibition, hits mostly inhibitors;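 also: potency is read from the fitted curve at half-maximal effect; plate controls were DMSO cells for no effect and cell-free wells for full effect; nearly all actives have a fitted effect of over 45% in size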
The depositor's hits bear a star; i = inactive; ? = inconclusive; . = not tested or not shown; [ ] = remark or other dose. Unless noted, calls follow the shape of the dose curve; as a rule, active = well fitted curve in the direction sought with a large enough effect; inconclusive = small, poorly fitted or top-dose-only effect, or another doubt; inactive = no such curve, though single readings can be large; an effect the other way counts as inactive or inconclusive. Unless noted, % is scaled to controls: 0 for no effect and ±100 for the full control effect.

SMILES	NIH3T3 tox	GPT2 inh	HEK293 viab	HEK293 tox	FLuc inh	IP6K1 inh	SNCA expr inh
Cc1c(Cl)cccc1NC(=O)Cn1cc2c(n1)CCCC2	.	.	5%	.	.	9	10%
CC1CCC2C(C)(C)C(O)CCC2(C)C12Cc1c(O)cc3c(c1O2)CN=C3N (centres undefined)	.	-13%[27.3 µM]	10%	.	.	-6	.
O=C(Nc1ccccc1F)C(Cc1ccccc1)n1cccc1 (centres undefined)	.	.	1%	.	.	6	41%[activator]
COc1ccc(NC(=O)CCc2nc3c(C)nn(-c4ccc(C)cc4)c3n(C)c2=O)c(OC)c1	.	.	5%	.	.	5	42%
CCC(C)c1ccc2oc(-c3ccc(NC(=O)c4cc5ccccc5o4)cc3)nc2c1 (centres undefined)	.	.	3%	.	.	-2	-17%
CC(=O)N1CCN(Cc2ccc(F)c(C(F)(F)F)c2)CC(O)C1 (centres undefined)	-18%	-16%	2%	1%	5%	-2	-20%
C#CCNC(=O)[C@@H]1Cc2cn(Cc3cc(C)on3)c3cccc(c23)[C@H](CC(C)C)N1	?	i	-1%[87.6 µM]	?	1%[172 µM]	-13	16%[87.6 µM]
COc1ccc(-n2cc(C(=O)NCc3ccc(Cl)cc3)c3ccccc3c2=O)cc1	.	.	-11%	.	.	3	-5%
O=C(c1ccc(N2CCOCC2)nc1)N1CCCC(c2ccccc2)CC1 (centres undefined)	-5%	-2%	10%	?	0%	1	-1%
Cc1c(C(C)NC(=O)CCN2CCCCCC2=O)cnn1-c1cccc(F)c1 (centres undefined)	-26%	4%	4%	-23%	6%	3	7%
Cc1cc(OCC(=O)c2ccc3c(c2)N(CCCC(=O)NCC2CC2)C(=O)CO3)ccc1Cl	-20%	i	3%	?	2%	-13	9%
Cc1cn2nc(C(=O)N3CCN(C(=O)c4ccc(C)s4)CC3)cc2c(=O)[nH]1	i	1%	4%	1%	-8%	6	-3%
Cc1ccc(C(=O)NCC(c2cccs2)S(=O)(=O)c2cccs2)cc1 (centres undefined)	.	.	?	.	.	17	-11%
C=CCOc1c(OC)ccc2c1CN(CC1CC1)C(=O)CCN2CC(O)COCc1ccco1 (centres undefined)	?	.	.	?	.	-7	.
CCC(Sc1nc2c(sc3ccccc32)c(=O)n1CCCC(=O)NC1CCCC1)C(=O)Nc1cccc(OC)c1 (centres undefined)	.	.	1%	.	.	8	9%
Cc1nc2c(c(C)c1CCC(=O)NCc1ccc(Cl)cc1)c(=O)n(C)c(=O)n2C	.	.	-3%	.	.	40	-7%
COc1ccc2c(c1)CC(C(=O)NCCCN1CCN(c3ccc(F)cc3)CC1)CO2 (centres undefined)	.	.	-15%	.	.	10	-8%
CCOCC(=O)NC1CCN(c2cnn(CC)c(=O)c2)CC1	i	2%	-1%	5%	5%	22	35%[activator]
O=C(Cc1ccc2c(c1)OCO2)N1CCOCC2(CN(Cc3ccccc3)C2)C1	?	i	5%[87.6 µM]	?	-17%[172 µM]	27	7%[87.6 µM]
COc1cccc(NC(=O)c2ccnc(-c3nnc4ccc(N5CCN(C)CC5)nn34)c2)c1	-24%	i	5%	?	-3%	-3	5%
O=C1c2c(nc(CNc3cccc(F)c3)n2Cc2ccccc2)NCCN1CCN1CCOCC1	i	-7%	2%	?	-4%	-20	2%
CCC1CN(C(=O)N2CCC(C(=O)NCc3ccc(C)o3)CC2)c2ccccc2O1 (centres undefined)	.	.	5%	.	.	15	4%
COc1ccc(-c2ccc3nnc(CNC(=O)c4ccc(C)c(C)c4)n3n2)cc1	-29%	?	4%	?	7%	15	-10%
Cc1noc(-c2ccn3c(CNC(=O)c4cccc(Cl)c4)nnc3c2)n1	-19%	?	-6%	-1%	10%	8	-13%
O=C(CC[C@H]1NC(=O)c2ccccc2NC1=O)NC1CCN(Cc2ccc(F)cc2)CC1	i	i	10%	-8%	0%	7	-18%
CN1CCc2c([nH]c3ccccc23)C12CCN(C(=O)c1ccc3ccccc3n1)CC2	-17%	1%	2%[12.5 µM]	-29%	6%	8	1%
COc1ccc(CN2CC3(CCN(C(=O)c4cc(C)nn4C)CC3)C2=O)cc1	-27%	4%	7%	-14%	.	0	1%
CN1C[C@H](O)C[C@H]1c1nnc2n1CCN(C(=O)c1ccsc1)CC2	i	-4%	3%	i	-5%	0	-8%
CCN(CC)C(=O)[C@@H]1C[C@@H](n2cc(Cn3c(C)nc4ccccc43)nn2)CN1	-19%	-1%	1%	-18%	12%	12	4%
C[C@@H]1CN(C(=O)c2ccc(Cn3cnnn3)cc2)CC[C@@]1(O)C1CCOCC1	-8%	-6%	5%	1%	4%	-9	?

Four entries from above, as a markdown table.
| SMILES | NIH3T3 tox | GPT2 inh | HEK293 viab | HEK293 tox | FLuc inh | IP6K1 inh | SNCA expr inh |
| --- | --- | --- | --- | --- | --- | --- | --- |
| COc1ccc(-c2ccc3nnc(CNC(=O)c4ccc(C)c(C)c4)n3n2)cc1 | -29% | ? | 4% | ? | 7% | 15 | -10% |
| CCN(CC)C(=O)[C@@H]1C[C@@H](n2cc(Cn3c(C)nc4ccccc43)nn2)CN1 | -19% | -1% | 1% | -18% | 12% | 12 | 4% |
| CN1CCc2c([nH]c3ccccc23)C12CCN(C(=O)c1ccc3ccccc3n1)CC2 | -17% | 1% | 2%[12.5 µM] | -29% | 6% | 8 | 1% |
| COc1ccc(CN2CC3(CCN(C(=O)c4cc(C)nn4C)CC3)C2=O)cc1 | -27% | 4% | 7% | -14% | . | 0 | 1% |

Next part
SMILES	NIH3T3 tox	GPT2 inh	HEK293 viab	HEK293 tox	FLuc inh	IP6K1 inh	SNCA expr inh
CCCN1C(CC(C)C)=NS(=O)(=O)c2cc(NC(=O)C(C)C)ccc21	-37%	3%	-17%	?	-11%	0	-10%
N#C[C@@H]1C[C@@H]2C[C@@H]2N1C(=O)[C@@H](N)C12CC3CC(CC(O)(C3)C1)C2	.	-3%	-2%	.	.	16	.
O=C(c1cc(S(=O)(=O)N2CCCC2)c[nH]1)N1CCN(c2cccc(Cl)c2)CC1	.	.	?	.	.	16	30%
COc1ccc(NC(=O)N2CC(Oc3ccc(-c4nc(-c5ccccc5)no4)cc3)C2)cc1	-3%	-8%	7%	?	1.4µM*	-1	49%[activator]
COc1ccc(C(=O)N2CCC3(CC2)NC(=O)N(c2ccccc2)N3)cc1F	-30%	?	6%	-17%	-8%	4	-3%
Cc1cccc(C2NC(=O)c3c(sc4c3CCN(C)C4)N2)c1O (centres undefined)	.	.	?	.	.	-14	32%[activator]
Cc1ccc(/C=C/C(=O)Nc2nc(-c3cccs3)ns2)cc1	.	.	-3%	.	.	5	-3%
COc1ccccc1CCC(=O)N[C@@H]1CN(c2ccncn2)C[C@H]1CO	i	2%	3%	-10%	4%	0	8%
Cc1ccc(-n2ncc(C(=O)N3CCN(C4CCCCC4)CC3)c2C2CCN(C(=O)OC(C)(C)C)CC2)cc1	.	.	8%	.	.	12	9%
CC1(c2ccccc2)N(Cc2cccnc2)C(=O)OC12CCN(Cc1ccccc1Cl)CC2 (centres undefined)	?	-6%	-15%	?	-1%	-9	2%
CNC(=O)c1cc(C2CC2)nc2onc(C3CCCN(C(=O)c4cccc(Cl)c4)C3)c12 (centres undefined)	-29%	.	.	?	.	2	.
COc1ccc(-c2noc(CSc3nc4ccc(C)cc4[nH]3)n2)cc1	.	.	-18%	.	.	-11	19%
O=C(CCCCCn1c(=O)[nH]c2ccccc2c1=O)N1CCN(c2ccc(Cl)cc2)CC1	.	.	2%	.	.	-12	-5%
COC[C@@H]1CN(C(=O)c2ccccn2)C[C@H]1c1ccccn1	i	3%	-1%	-1%	-7%	0	3%
O=C1CO[C@H]2CN(c3ncccn3)C[C@H]2N1Cc1ccccc1	1%[174 µM]	i	-1%[87.6 µM]	-21%[172 µM]	-3%[172 µM]	3	?
COc1ccc(NC(=O)CCNS(=O)(=O)c2cccc3nonc23)cc1	.	.	5%	.	.	7	?
CC1CCC2(CC1)NC(=O)N(CC(=O)NCc1ccc(F)cc1)C2=O (centres undefined)	-2%	i	-3%	6%	2%	4	-10%
CNC(=O)N1CCC(C2CCN(C(=O)Cc3ccccc3)C2)CC1 (centres undefined)	-10%	-13%	2%[12.5 µM]	-22%	-2%	17	38%[activator]
Cn1nc(-c2nc(C3CCOC3)no2)cc1-c1ccccc1 (centres undefined)	-39%	-25%	4%	-18%	?	-4	-18%
Cc1[nH]c2c(c1C(=O)N1CCCC(CCc3ccc(F)cc3)C1)C(=O)CCC2 (centres undefined)	?	-20%	?	32µM*	4%	9	-14%
COc1cccc(CNC(=O)CN2C(=O)COc3ccc(S(=O)(=O)Nc4ccccc4)cc32)c1	.	.	?	.	.	35	13%
CN(CCC(O)c1ccccc1)Cc1cn(-c2ccccc2)nn1 (centres undefined)	-3%	-4%	-4%	1%	0%	1	-2%
COC(=O)[C@@H](C)NC(=O)[C@H]1CN(C(=O)c2cccnc2)CCN1S(=O)(=O)c1ccccc1	i	3%	1%	i	0%	-5	51%[activator]
CCCN(Cc1cccs1)C(=O)Nc1ccc(Br)cc1F	.	.	13%	.	.	29	-14%
O=C(c1ccc2cc[nH]c2c1)N1CCCN(c2cc(-c3ccc(F)cc3)[nH]n2)CC1	?	?	-6%	40µM*	-15%	-4	-22%
CCOc1ccccc1NC(=O)c1nnn(CC(=O)Nc2ccccc2CC)c1N	.	.	4%	.	.	-6	-19%
CC(C)CCNC(=O)c1cnc2n1CCN(Cc1ccc3c(c1)CCO3)CC2	?	-26%[88.5 µM]	2%[87.6 µM]	?	-13%[172 µM]	24	1%[87.6 µM]
O=C1CC(c2noc(-c3cccc(F)c3)n2)CN1c1ccc(F)c(Cl)c1 (centres undefined)	?	-8%	8%	-22%	4%	-14	16%
Cc1ccc(CC(=O)N2CCC3(C2)C(=O)N(C)c2ccccc23)cc1 (centres undefined)	?	i	-7%	-12%	-5%	34	-36%

Filtered by structure, those above containing two or more sulfur atoms.
SMILES	NIH3T3 tox	GPT2 inh	HEK293 viab	HEK293 tox	FLuc inh	IP6K1 inh	SNCA expr inh
Cc1ccc(C(=O)NCC(c2cccs2)S(=O)(=O)c2cccs2)cc1 (centres undefined)	.	.	?	.	.	17	-11%
CCC(Sc1nc2c(sc3ccccc32)c(=O)n1CCCC(=O)NC1CCCC1)C(=O)Nc1cccc(OC)c1 (centres undefined)	.	.	1%	.	.	8	9%
Cc1ccc(/C=C/C(=O)Nc2nc(-c3cccs3)ns2)cc1	.	.	-3%	.	.	5	-3%

3 entries picked at random from the list so far, as already listed:
SMILES	NIH3T3 tox	GPT2 inh	HEK293 viab	HEK293 tox	FLuc inh	IP6K1 inh	SNCA expr inh
COC(=O)[C@@H](C)NC(=O)[C@H]1CN(C(=O)c2cccnc2)CCN1S(=O)(=O)c1ccccc1	i	3%	1%	i	0%	-5	51%[activator]
Cc1ccc(CC(=O)N2CCC3(C2)C(=O)N(C)c2ccccc23)cc1 (centres undefined)	?	i	-7%	-12%	-5%	34	-36%
COc1ccccc1CCC(=O)N[C@@H]1CN(c2ccncn2)C[C@H]1CO	i	2%	3%	-10%	4%	0	8%
